Screens as filed in PubChem.
Eya2 inh – Eya2 (human) phosphatase inhibition. hit rate 0.006% among 330,000. AID 488837. Potency, µM (top dose mostly 76.9 µM), without a hit: at the highest dose activity, negative = inhibition, most hits filed as inhibitors. O00167. recombinant Eya2, OMFP fluorescence dephosphorylation (OMFP is methylfluorescein phosphate); further: potency means the concentration at half of the fitted maximal effect; on the % scale 0 is the no-effect control and ±100 the full control effect
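Eya2 (0.2 uM) preincubated 10 min at ambient with compound, then OMFP substrate added at 50 uM; 10 min reaction in 50 mM HEPES pH 7.5, 50 mM NaCl, 5 uM MgCl2, 0.05% BSA, 1 mM DTT. Fluorescence read at Ex 485/Em 525 nm.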
ELG1 DNA repair – ELG1-dependent DNA repair inhibition; AID 504467; hit rate 2.3% among 330,000; Potency, µM (series often up to 46.1 µM), inactives show at the highest dose activity change, negative = inhibition, hits mostly inhibitors; HEK293T ELG1-luciferase reporter, luminescence, 16 h; DNA damage induced by 5-fluorouridine; further: potency means the concentration at half of the fitted maximal effect; on the % scale 0 is the no-effect control and ±100 the full control effect; nearly all actives have a fitted effect of over 55% in size
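DMSO vehicle served as the neutral condition. Each well held 2,000 cells given 5-fluorouridine plus compound; after 16 hr at 37 °C/5% CO2, ONE-Glo was added and luciferase measured 30 min later.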
TCR activator – activators of T cell receptors. AID 504894. primary human leukocytes, anti-CD3, IL-2 HTRF, 48 h. Potency, µM (titrated, usually from 9.22 µM), without a hit: at the top dose activation of IL-2 secretion, actives largely listed as activators. 330,000 tested, under 10 active; further: % of control where 0% means no effect
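Primary human leukocytes receive a-CD3 beads and test compound and are incubated 48 hr. Secreted IL-2 is then assayed by HTRF, measuring 665nm acceptor emission after 320nm excitation of the europium donor.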
USP2a inh – blocks human ubiquitin-specific protease USP2a. O75604. USP2 core, Ub-CHOP2 coupled fluorogenic reporter, 485/531. Potency, µM (titrated, usually from 38.3 µM), without a hit: top-dose activity change, negative = inhibition, hits mostly inhibitors. hit rate 0.01% among 330,000;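 further: potency means the concentration at half of the fitted maximal effect; plate controls were DMSO wells for no effect and full inhibition by NEM control for full effect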
Target sequence (O75604 whole entry, looked up): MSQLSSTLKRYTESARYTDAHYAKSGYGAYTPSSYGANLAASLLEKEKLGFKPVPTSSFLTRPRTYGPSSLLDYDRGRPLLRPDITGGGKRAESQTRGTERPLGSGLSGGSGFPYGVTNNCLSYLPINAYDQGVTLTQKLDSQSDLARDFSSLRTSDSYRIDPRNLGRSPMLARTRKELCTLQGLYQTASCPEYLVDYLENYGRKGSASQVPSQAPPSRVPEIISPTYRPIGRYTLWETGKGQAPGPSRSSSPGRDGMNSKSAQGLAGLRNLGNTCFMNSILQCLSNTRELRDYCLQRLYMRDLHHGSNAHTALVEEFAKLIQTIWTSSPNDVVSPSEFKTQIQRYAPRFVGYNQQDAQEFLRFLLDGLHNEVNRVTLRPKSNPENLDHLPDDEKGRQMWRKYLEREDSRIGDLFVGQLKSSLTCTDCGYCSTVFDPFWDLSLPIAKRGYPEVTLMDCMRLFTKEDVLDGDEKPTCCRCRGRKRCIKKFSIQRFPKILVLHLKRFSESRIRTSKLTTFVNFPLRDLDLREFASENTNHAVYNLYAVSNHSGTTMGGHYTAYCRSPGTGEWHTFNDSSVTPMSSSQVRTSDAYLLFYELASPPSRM
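Cell-free coupled assay: 10nM USP2 core preincubated 30min RT with compound in Tris-HCl pH 8.0/CaCl2/CHAPS buffer, then 25nM Ub-CHOP2 and 25nM reporter substrate; fluorescence (Ex 485/Em 531) read after 60min RT, normalized to NEM inhibition, concentration-response curves fitted.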
Mito fusion yeast – mitochondrial division inhibition or fusion activation; S. cerevisiae fusion-defective mutant growth rescue, CellTiterGlo 48 h; Potency, µM (top dose mostly 46.1 µM), for inactives: top-dose growth rescue (activation), hits mostly activators; hit rate 0.23% among 320,000; AID 485298;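 further: potency means the concentration at half of the fitted maximal effect; % of control where 0% means no effect; nearly all actives have a fitted effect of over 45% in size; temperature-sensitive fusion mutants such as fzo1-1 at 37 °C on non-fermentable ethanol glycerol medium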
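Growth-rescue viability read-out: after 48 h at the non-permissive 37C in glycerol/ethanol YPEG, yeast mitochondrial fusion mutants are measured by CellTiterGlo luminescence; compounds (23 nl pinned per well) restoring growth score as division inhibitors or fusion activators.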
AT treatment – potential ataxia-telangiectasia treatment; […] A-T fibroblasts, KAP-1 phosphorylation AlphaLISA; neocarzinostatin DNA damage 30 min before lysis; Potency, µM (highest dose often 57.5 µM), for inactives: at the top dose activation, actives largely listed as activators; hit rate 0.19% among 320,000; further: potency means the concentration at half of the fitted maximal effect; % of control where 0% means no effect; nearly all actives have a fitted effect of over 45% in size
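ATM-like activity read as KAP-1 phosphorylation via AlphaLISA donor/acceptor antibody pairs after lysis and 6 hr at 25C. Cells were ATM-null patient fibroblasts ([…], hTERT), dosed 60 min, then exposed to the DSB inducer NCS for 30 min.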
TSHR antagonist – blocks TSH signaling through the human TSH receptor; P16473; TSHR-expressing cells, TSH-stimulated cAMP HTRF, 2 h; hits give low values; activity change, negative = inhibition, % at 11.5 µM; hit rate 0.2% among 330,000;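 active means activity change below a set negative limit, meaning inhibition stronger than a set level, cut at about -70% in these data; inconclusive means activity change between two set negative limits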; further: on the % scale 0 is the no-effect control and ±100 the full control effect
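Freshly harvested TSHR cells receive pin-tooled compound, then EC80 TSH at 4nM final. After 2 hours at 37 deg C, antibody in lysis buffer and cAMP-d2 are added; 30 minutes at ambient temperature precede the HTRF read.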
KCNH2 3.1 inh – inhibitors of human KCNH2 3.1 potassium channel isoform. U2OS KCNH2 3.1, thallium flux FluxOr; hits give low values. activity change, % (tested at about 1.8 µM). AID 720553. hit rate 0.95% among 340,000;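 active means maximum activity change below -70%; inconclusive means maximum activity change from -70% to -50%; inactive means maximum activity change above -50%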;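 further: thallium influx rate constant from kinetic fluorescence after stimulation buffer; on the % scale 0 is the no-effect control and ±100 the full control effect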
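Virally transduced U2OS (3.1 isoform, 4 h infection in dark at RT) → overnight 37 C → FluxOr + Red40 in HBSS/HEPES, 45 min → stimulation buffer, 2 min kinetic read → rate constant vs DMSO controls.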
hERG WT inh – blocks the wildtype human KCNH2 potassium channel | Q12809 | U2OS, BacMam KCNH2, thallium flux FluxOr; hits give low values | activity change, % at 1.84 µM | hit rate 0.37% among 340,000 | AID 720551;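 active means maximum activity change below -70%; inconclusive means maximum activity change between -70% and -50%; inactive means maximum activity change above -50%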; further: on the % scale 0 is the no-effect control and ±100 the full control effect
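U2OS cells were transduced with wild-type KCNH2 virus (2.03 x 10^8 / mL) for 4 h at room temperature, then cultured overnight at 37 C. Thallium flux was read with FluxOr dye. Rate constants were normalized to DMSO controls.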
TRPV1 ag – human TRPV1 agonism | AID 540275 | TRPV1-expressing cells, Fluo-8 calcium influx, agonist mode | hit rate 0.19% among 320,000 | activation, % at 8.33 µM | Q8NER1; in the data active means activation above about 80%; inconclusive means between about 30% and that limit; further: 0% is about no effect
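TRPV1-expressing cells were cultured overnight at 35.5C and loaded with Fluo-8 calcium dye for 40 to 90 min at room temperature. After a 10 s baseline, compound was added and calcium influx was read kinetically for 3 min (ex 480/em 520 nm).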
* marks the source's active call; other numbers are inactive results; ? = inconclusive; · = no result given; [ ] = remark or other dose. Unless noted, the call rests on the fitted dose curve; in most records, active means well fitted curve in the direction sought with a large enough effect; inconclusive means small, poorly fitted or top-dose-only effect, or another doubt; inactive means no such curve, though single readings can be large; an effect the other way counts as inactive or inconclusive. Some of the compounds tested. The share of hits here may be higher or lower than overall.

No.	mol	Eya2 inh	ELG1 DNA repair	TCR activator	USP2a inh	Mito fusion yeast
1	N#Cc1ccc(CN2CCN(C(=O)CCNS(=O)(=O)c3ccc(F)c(F)c3)CC2)cc1	0%	0%	4%	0%	1%
2	CC(=O)c1ccc(N(C(=O)Cn2nnc3ccccc32)C(C(=O)NCc2ccccc2)c2ccccn2)cc1 (configuration not stated)	3%	?	-3%[46.1 µM]	2%	0%
3	Oc1ccccc1-c1cc(-c2cccc(F)c2)n[nH]1	-10%	?	-6%	-1%	2%
4	CCOc1ccccc1NC(=O)NNS(=O)(=O)c1ccc([N+](=O)[O-])cc1	-15%	5%	3%	-1%	2%
5	C=CCNc1nc(C(=O)OCC(=O)Nc2cccc(SC)c2)cs1	-14%	6%	2%	-2%	-4%
6	CCCNC(=O)COC(=O)c1[nH]c(C)c(C(=O)OCC)c1C	19%	0%	-1%	4%	-1%
7	Cc1c(C(=O)OCC2CCCO2)[nH]c2c1C(=O)CC(c1ccco1)C2 (configuration not stated)	7%	?	3%	-1%	5%
8	N=P(N1CCOCC1)(N1CCOCC1)C12CC3CC(CC(C3)C1)C2	-6%	-8%	-1%	-1%	-1%
9	O=C(Nc1nnc(COc2ccc(F)cc2)s1)c1ccco1	1%	?	-6%	2%	5%
10	CCNC(=O)C12CCC(C)(C(=O)C1Br)C2(C)C (configuration not stated)	8%	18%	-7%[46.1 µM]	3%	-3%
11	COc1ccc(-c2noc(-c3cc4ccccc4oc3=O)n2)cc1	-2%	?	·	-2%	0%
12	Cn1c(SCC(=O)Nc2ccccc2Br)nnc1-c1cnccn1	-5%	9%	2%	1%	0%
13	O=C(CN(C(=O)CNC(=O)c1cccs1)c1cccc(F)c1)NC1CCCCC1	-12%	-6%	-34%	3%	1%
14	CCOC(=O)CCc1c(C)nc(SCC(=O)O)c(C#N)c1C	-4%	-3%	-5%	4%	1%
15	Cc1ccc(N=C(N)N=C(N)N)cc1	13%	-21%	10%	-11%	-3%

No.	AT treatment	TSHR antagonist	KCNH2 3.1 inh	hERG WT inh	TRPV1 ag
1	-5%	2	-3	-2	4
2	-2%	10	-1	-20	-2
3	9%	-12	0	0	2
4	0%	9	-9	2	-5
5	0%	-9	-16	-16	-4
6	-2%	-2	11	-8	-4
7	-5%	15	10	0	?
8	-6%	5	1	-4	2
9	5%	-9	-6	18	-13
10	7%	8	9	2	0
11	9%	9	·	·	·
12	-16%	20	30	8	1
13	4%	0	0	-18	1
14	9%	0	-4	-9	-4
15	-2%	2	2	-1	0

4 of the entries above in order of the Eya2 inh value, smallest number first:
no. | SMILES | Eya2 inh
5 | C=CCNc1nc(C(=O)OCC(=O)Nc2cccc(SC)c2)cs1 | -14%
13 | O=C(CN(C(=O)CNC(=O)c1cccs1)c1cccc(F)c1)NC1CCCCC1 | -12%
1 | N#Cc1ccc(CN2CCN(C(=O)CCNS(=O)(=O)c3ccc(F)c(F)c3)CC2)cc1 | 0%
15 | Cc1ccc(N=C(N)N=C(N)N)cc1 | 13%

Remaining list, next part
No.	mol	Eya2 inh	ELG1 DNA repair	TCR activator	USP2a inh	Mito fusion yeast
16	O=C(/C=C/c1cccc(Cl)c1Cl)OCC(=O)N1CCOCC1	2%	21%	1%	-1%	8%
17	C/C(=N\NC(=O)c1cc(-c2ccncc2)nc2ccccc12)c1ccc(OC(F)F)cc1	10%	?	-3%	0%	-2%
18	Cc1ccc(C(C)C)c(OCC(=O)Nn2c(=O)[nH]c3ccccc3c2=O)c1	-1%	-15%	-1%[46.1 µM]	0%	-1%
19	COC(=O)[C@@]1(Cc2ccc(F)cc2)[C@H]2c3cc(C(=O)N4CCCC4)n(CCc4ccc(O)c(O)c4)c3C[C@H]2CN1C(=O)c1ccccc1	-2%	-28%	·	-13%	2%
20	CSCCC(NC(=O)c1ccc(Cl)cc1Cl)C(=O)NCc1ccncc1 (configuration not stated)	13%	?	6%	0%	-10%
21	Cc1ccc(NC(=O)/C(C#N)=N/Nc2ccc(C(=O)O)cc2)c(C)c1	13%	9%	1%	13%	2%
22	O=C(Nc1ccc(S(=O)(=O)N2CCc3ccccc32)cc1)C(F)(F)F	-2%	-6%	3%	-1%	4%
23	CCn1c2ccccc2c2nnc(SCC(=O)Nc3ncccn3)nc21	-16%	13%	0%	0%	-4%
24	O=C(CCC1CCCCC1)Nc1cccnc1	19%	?	9%	5%	-4%
25	C#Cc1ccc([C@H]2C=C(C(=O)N3CCN(Cc4ccccc4)CC3)O[C@@H](OCC)[C@@H]2CCCO)cc1	4%	-8%	-14%	-4%	5%
26	O=C(CNC(=O)C(c1ccccc1)c1ccccc1)N/N=C/c1cccnc1	-2%	-15%	-5%	1%	-1%
27	Cc1cccc(NC(=O)CNC(=O)CN2C(=O)NC3(CCc4ccccc43)C2=O)c1C (configuration not stated)	-28%	10%	-3%	1%	2%
28	Cc1ccc(S(=O)(=O)NCCC(=O)Nc2ccncc2)cc1C	-14%	-27%	-1%	2%	0%
29	COC(=O)Cn1nnc(-c2cccc(OC)c2)n1	-5%	12%	-1%	0%	2%
30	CS(=O)(=O)c1ccc(C(=O)NNC(=O)c2cc(-c3ccccc3)n[nH]2)cc1	2%	5%	-4%	0%	·

No.	AT treatment	TSHR antagonist	KCNH2 3.1 inh	hERG WT inh	TRPV1 ag
16	-4%	-9	6	3	26
17	-7%	-3	-6	-12	1
18	1%	5	1	-2	1
19	-23%	-3	·	·	3
20	3%	5	-8	0	6
21	-27%	-6	9	-4	0
22	-6%	6	-21	11	4
23	0%	-12	-6	-4	0
24	·	-19	1	16	?
25	-4%	2	5	2	2
26	3%	43	6	15	2
27	-14%	7	0	-5	1
28	10%	2	-5	7	11
29	-8%	-7	6	6	15
30	-2%	-2	-8	16	·

At a glance, part of the list above:
No.	mol	Eya2 inh	ELG1 DNA repair	TCR activator	USP2a inh	Mito fusion yeast
27	Cc1cccc(NC(=O)CNC(=O)CN2C(=O)NC3(CCc4ccccc43)C2=O)c1C (configuration not stated)	-28%	10%	-3%	1%	2%
28	Cc1ccc(S(=O)(=O)NCCC(=O)Nc2ccncc2)cc1C	-14%	-27%	-1%	2%	0%
29	COC(=O)Cn1nnc(-c2cccc(OC)c2)n1	-5%	12%	-1%	0%	2%
30	CS(=O)(=O)c1ccc(C(=O)NNC(=O)c2cc(-c3ccccc3)n[nH]2)cc1	2%	5%	-4%	0%	·

No.	AT treatment	TSHR antagonist	KCNH2 3.1 inh	hERG WT inh	TRPV1 ag
27	-14%	7	0	-5	1
28	10%	2	-5	7	11
29	-8%	-7	6	6	15
30	-2%	-2	-8	16	·

Next compounds follow.
No.	mol	Eya2 inh	ELG1 DNA repair	TCR activator	USP2a inh	Mito fusion yeast
31	CN(CC(=O)Nc1ccccc1N1CCOCC1)CC(=O)Nc1ccc(F)c(F)c1F	2%	-23%	·	-1%	-5%
32	CCOC(=O)c1nnn(-c2nonc2-n2cccc2)c1C	-10%	4%	-3%	1%	5%
33	CCC(C)NC(=O)C1CCCN(C(=O)Nc2ccc(F)cc2)C1 (configuration not stated)	-13%	-2%	0%	3%	1%
34	CCOc1ccc(NC(=O)c2cccc(OC(=S)N3CCC(C)CC3)c2)cc1	-2%	7%	-1%	-1%	-5%

No.	AT treatment	TSHR antagonist	KCNH2 3.1 inh	hERG WT inh	TRPV1 ag
31	1%	3	10	13	1
32	2%	9	·	11	1
33	2%	-6	4	15	-3
34	12%	-18	-13	11	·
